Screening results as filed in PubChem BioAssay.
All columns: NCI-60 one-dose screen, growth in % after 48 h at 10 µM unless noted; 100 = growth as untreated, 0 = no growth, -100 = all killed.
MDA-MB-468: MDA-MB-468 breast cancer; 78,000 compounds, 8.5% hits
T-47D: T-47D breast cancer | 79,000 compounds, 5% hits | AID 1794792
SK-MEL-28: SK-MEL-28 melanoma; 81,000 compounds, 4.1% hits; AID 1794761
LOX IMVI: LOX IMVI melanoma. 79,000 compounds, 7.4% hits. AID 1794757
HS 578T: HS 578T breast cancer; 78,000 compounds, 4.1% hits; AID 1794788
MCF7: MCF7 breast cancer | 82,000 compounds, 6.3% hits
BT-549: BT-549 breast cancer. 78,000 compounds, 4.4% hits
MDA-MB-231: MDA-MB-231 breast cancer | AID 1794789 | 81,000 compounds, 5% hits
An asterisk follows results filed as active; nt = not tested or not shown. The calls were made as follows: active = growth percent below 10; inactive = the rest.

SMILES	MDA-MB-468	T-47D	SK-MEL-28	LOX IMVI	HS 578T	MCF7	BT-549	MDA-MB-231
Brc1ccc(-c2[nH]ncc2-c2c[nH]c3ccccc23)cc1	100	88	107	90	88	67	80	68
COc1ccc(C2C=C(c3ccc(Cl)c(Cl)c3)N=C3SC(C)=CN32)cc1 (stereo not drawn)	89	68	104	83	105	47	90	101
CC(C)=CCC[C@](C)(O)[C@H]1CC[C@]2(C)[C@@H]1CC[C@@H]1[C@@]3(C)Cc4nc5ccccc5nc4C(C)(C)[C@@H]3CC[C@]12C	89	74	102	102	91	94	108	107
CCOc1c(C#N)c(Nc2ccc(S(N)(=O)=O)cc2)c(C#N)c2nnc(C)n12	105	104	110	96	102	97	98	91
CN(NC(=O)C(=O)NCc1ccco1)C(=O)NC1CCCCC1	97	105	105	101	111	89	99	99
Nc1ccc(C(=O)/C=C/c2cc3ccccc3nc2Cl)cc1	62	86	107	67	109	52	102	93
CN(CCO)c1ncnc2c1cnn2C	100	82	107	93	105	89	nt	111
Cn1cnc2c(N3CCN(C(=O)OCc4ccc5c(Br)cc(Br)c(O)c5n4)CC3)nc(Cl)nc21	35	35	53	28	54	31	nt	58
CCN1C(=S)N(CC)C2C1NN=C1SC(c3ccccc3)=CC(=O)N12 (stereo not drawn)	93	108	100	100	114	95	106	94
CC(C)(C)c1cc(/C=N/NC(=O)c2ccccc2NC(=O)c2ccco2)c(O)c(C(C)(C)C)c1	40	30	67	37	86	34	57	56
COC(=O)c1ccccc1OC(C)=O	94	98	109	94	104	92	92	102
COc1ccc(/C=C\C(=O)/C=C/c2ccc(OC)cc2)cc1	19	80	106	nt	nt	11	48	nt
CC(=O)OCC(COC(C)=O)(COC(C)=O)COC(C)=O	102	-11*	121	98	101	94	112	105
O=C1CCC(C(=O)NCCNCCNC(=O)C2CCC(=O)N2)N1 (stereo not drawn)	90	85	112	96	94	98	81	121
CS(=O)(=O)OCCCCCCCCCCCN1CCOCC1	90	98	102	90	107	98	107	105
O=C(Nc1cccc(-n2cnc3cc(-c4ccc(O)cc4)ccc32)c1)C1CC1	21	31	54	nt	9.4*	25	31	32
O=c1c2c3c(sc2nc(SCc2ccccc2)n1-c1ccc([N+](=O)[O-])cc1)CCCCC3	98	85	109	93	103	89	100	91
O=C(O)c1ccc(Br)nc1	89	99	104	97	102	94	106	100
Cc1ccnc2c(OCc3ccccc3)cccc12	34	73	96	87	92	38	101	72
Cc1ccc(=O)n(-c2ccc(C3=NCCN3)cc2)c1	86	90	98	97	100	99	82	94
Cc1cc(C)n(-c2nc3ccccc3[nH]c2=O)n1	105	95	103	95	98	97	98	97
O=c1cc(-n2nncc2Cn2c3ccccc3c3ccccc32)c2cc(Cl)ccc2[nH]1	107	99	115	110	100	94	99	119
CCOC(=O)C1(C(=O)OCC)NC(=O)CC1C (stereo not drawn)	103	100	120	96	101	97	108	107
OCc1cnccc1NC12CC3CC(CC(C3)C1)C2	99	89	105	97	103	101	110	98
Cc1ccc(S(=O)(=O)N\N=C2/C=C\C(=N\NS(=O)(=O)c3ccc(C)cc3)CCc3ccc(cc3)CC2)cc1	91	98	109	94	109	97	86	94
O=C1c2cc3c(cc2-c2c1c1ccc(Cl)cc1c(=O)n2C[C@H](O)CO)OCO3	-54*	-6.4*	-6.1*	-32*	26	-1.8*	1.4*	20
Cc1c(N=NC2C(=O)NN(c3nc(-c4ccco4)c(C#N)c(=O)n3C)C2=O)c(=O)n(-c2ccccc2)n1C (stereo not drawn)	90	98	195	100	147	95	100	103
C=C/C=C\C(=O)O	84	107	120	103	105	107	116	111
Cc1cccc2cc3c(nc12)Nn1c(nnc1-c1ccc[nH]c1=S)SC3	103	98	103	99	96	104	112	107
COc1ccc(Oc2coc3cc(OC(=O)C(C)(C)C)ccc3c2=O)cc1	100	97	105	100	87	101	106	129
NS(=O)(=O)c1ccc(NNCCC(=O)c2ccccc2)cc1	114	101	105	100	103	98	nt	110
C=C(C)[C@@H]1CC[C@]2(C(=O)NCc3ccc(OCc4cn(-c5ccc([N+](=O)[O-])cc5)nn4)c(CC)c3)CC[C@]3(C)C(CCC4[C@@]5(C)CCC(OC(C)=O)C(C)(C)C5CC[C@]43C)C12 (stereo partly drawn)	122	88	103	93	99	90	137	85
CC(O)C(NC(=O)C1CCCN1C(=O)CNC(=O)C1CC(=O)NCC(=O)NC(Cc2c[nH]c3ccccc23)C(=O)NC(Cc2ccc(O)cc2)C(=O)NCC(=O)NC(CO)C(=O)NC(CCC(N)=O)C(=O)NC(Cc2c[nH]c3ccccc23)C(=O)N1)C(=O)NCC(=O)NC(CCC(N)=O)C(=O)NC(CCCNC(=N)N)C(=O)NC(CC(=O)O)C(=O)O (stereo not drawn)	100	106	100	nt	102	96	115	99
CCCCNCCOc1cccc(C)c1	111	90	105	101	103	94	98	102
O=C(NCCNc1nccc(-c2c(-c3cccc(O)c3)nc3sccn23)n1)c1ccccc1O	52	62	41	34	nt	37	46	48
CCOc1nc(-c2ccccc2)cc2c(O)c(C(=O)N/N=C/c3ccc(O)cc3O)[nH]c(=O)c12	30	34	60	-0.5*	83	46	59	43
CCOC(=O)C(O)C(O)(c1ccccc1)c1ccccc1 (stereo not drawn)	115	94	96	102	108	93	103	94
Cc1ccc(NC(=O)Nc2nc3ccccc3s2)cc1NC(=O)Nc1nc2ccccc2s1	96	81	101	92	77	65	104	82
Cc1ccc(C=O)cc1	102	101	103	92	112	94	99	106
C=CCC(NC(=O)Cc1ccccc1)C(=O)OCC (stereo not drawn)	97	99	109	99	114	92	95	95

Pulled by structure from above:
SMILES	MDA-MB-468	T-47D	SK-MEL-28	LOX IMVI	HS 578T	MCF7	BT-549	MDA-MB-231
CC(C)(C)c1cc(/C=N/NC(=O)c2ccccc2NC(=O)c2ccco2)c(O)c(C(C)(C)C)c1	40	30	67	37	86	34	57	56
CCOC(=O)C1(C(=O)OCC)NC(=O)CC1C (stereo not drawn)	103	100	120	96	101	97	108	107
CCOC(=O)C(O)C(O)(c1ccccc1)c1ccccc1 (stereo not drawn)	115	94	96	102	108	93	103	94

Other structures
SMILES	MDA-MB-468	T-47D	SK-MEL-28	LOX IMVI	HS 578T	MCF7	BT-549	MDA-MB-231
CCN1C(=S)N(CC)C2C1NC(=S)N2/N=C/C=C/c1ccccc1OC (stereo not drawn)	9.0*	59	55	19	16	18	13	12
CCOC(=O)C(CCc1ccncc1)c1ccccc1 (stereo not drawn)	110	102	111	97	93	102	107	102
CC1c2ccccc2CC(CCN(C)C)c2ccccc21 (stereo not drawn)	61	68	83	78	74	86	54	80
O=C(Cn1cnc2ccccc21)Nc1cccc2cccnc12	57	66	99	86	96	83	93	94
COc1cc(OC)cc(-c2ccc(-c3ccc(C(=N)N)s3)s2)c1	-77*	-70*	-85*	-72*	-40*	-73*	nt	-80*
CCOC(=O)C1(c2cccs2)C(=O)C2=C(CCCC2)N1c1ccccc1 (stereo not drawn)	99	83	105	94	97	96	101	95
Cc1ccc(S(=O)(=O)Oc2ccc3sc4cccc(NCCN(C)C)c4c(=O)c3c2)cc1	-92*	-70*	-92*	-96*	-58*	-87*	-89*	-97*
CC1(C)COB(OCC(C)(C)COB2OCC(C)(C)CO2)OC1	114	104	113	96	108	107	105	112
COc1ccc2oc(=O)cc(/C=C3/C(=O)NC(=S)NC3C)c2c1 (stereo not drawn)	107	89	117	86	95	78	57	83
CCOc1c(C#N)c(Nc2ccc(S(N)(=O)=O)cc2)c(C#N)c2nc(=O)ncn12	101	101	109	98	111	100	100	99
Cc1onc(-c2c(F)cccc2Cl)c1C(=O)Nc1cc2cc([N+](=O)[O-])ccc2oc1=O	103	92	103	81	113	100	103	63
COc1ccc(C2CC(n3nnnc3-c3ccccc3)=NN2)cc1Br (stereo not drawn)	97	89	98	nt	67	88	110	90
Cc1ccc(S(=O)(=O)NCCNc2nccc(-n3cnc4ccccc43)n2)cc1	51	28	94	75	64	68	64	63
CSc1nc2c(c(=O)[nH]1)C(c1ccccc1)C1=C(N2)/C(=C/c2ccccc2)CCC1 (stereo not drawn)	99	87	97	nt	113	82	89	99
CCN1C(=O)N(CC)C2C1NN=c1s/c(=C3\C(=O)N(C)c4ccccc43)c(=O)n12 (stereo not drawn)	13	19	53	48	14	25	56	34
Cc1cc(C)n(-c2nc(-c3cccs3)c(C#N)c(=O)[nH]2)n1	112	81	100	85	106	90	83	108
CCOc1ccc2nc(N(C=O)Cc3ccc(C(C)C)cc3)sc2c1	101	nt	109	97	95	102	108	107
CCOC(=O)c1c(-c2ccc3c(c2)OCO3)c(C#N)c2c(C#N)c(N)nn2c1N	64	61	84	70	90	74	71	64
CC(C)(C)C1CCCC(=O)C1 (stereo not drawn)	99	94	111	97	111	98	96	120
CCCCNC(=O)Cc1c(-c2ccc(OC)cc2)oc2c(OC)c3c(c(OC)c12)OCO3	95	90	110	93	94	94	107	89
O=C1Nc2ccccc2/C1=C/c1ccc(COCC2CO2)n1-c1ccc(O)cc1 (stereo not drawn)	96	91	106	80	104	85	106	95
C[N+]1=C(/C=C\C=C\c2ccccc2)C(C)(C)c2ccccc21	-15*	-1.1*	-36*	13	25	7.6*	23	9.9*
O=C(O)c1ccc(-c2ccc(/C=N/NC(=O)c3[nH]c4ccc(Br)cc4c3-c3ccccc3)s2)cc1	3.1*	16	12	nt	nt	7.5*	8.9*	nt
COc1ccc(/C=C/c2nc(Nc3ccc(O)cc3)c3ccccc3n2)cc1	60	53	87	74	85	68	65	57
COc1ccc(Cn2cc3c(c2-c2cc(OC)c(OC)c(OC)c2)CCCc2cnoc2-3)cc1[N+](=O)[O-]	66	69	94	67	82	64	77	67
C/C(=N\NC(N)=O)c1cccs1	100	85	109	94	110	95	95	105
CN(C)CCCNc1c2ccc(Cl)cc2nc2c1oc1ccc(Cl)cc12	36	84	72	-94*	61	-76*	80	-61*
O=C1[C@@H]2Cc3c([nH]c4ccccc34)[C@H](c3c(Cl)cccc3Cl)N2C(=O)CN1C1CCN(Cc2c(Cl)cccc2Cl)CC1	78	73	95	97	89	60	87	87
CC(C)=CCC[C@H](C)c1ccc(C)cc1O	97	96	119	107	114	97	111	114
CC(C)(C)c1cc(/C=C2\S/C(=N/c3ncn[nH]3)NC2=O)cc(C(C)(C)C)c1O	9.2*	10	22	-7.8*	12	8.2*	-2.0*	24
COc1cccc(-c2nn(-c3ccccc3)cc2-c2ccnc(NCCCNC(=O)Nc3ccc(Cl)c(Cl)c3)c2)c1	-43*	-15*	-29*	-92*	-26*	5.2*	7.5*	-37*
CN(C)C1CCC(NC2=CC(=O)C=CC2=O)CC1 (stereo not drawn)	105	110	113	98	108	98	114	109
CCCCCCCCCCCCCCCc1cccc(O)c1	146	115	100	108	106	93	nt	92
O=S(=O)(NS(=O)(=O)c1ccc(Cl)cc1)c1ccc(Cl)cc1	nt	111	115	105	107	100	101	110
Nn1c2ccccc2c2ccccc21	96	99	118	100	nt	90	102	110
O=C1/C(=C\c2ccc(F)cc2)Sc2c(F)cccc21	96	87	107	93	96	28	102	93
COc1cc(-c2ccc3c(=O)n(C)c(=O)n(C)c3n2)cc(OC)c1OC	nt	96	91	97	138	91	105	94
CS(C)(O)NC(N)=O	nt	123	98	91	95	93	81	90
Cc1onc(-c2c(Cl)cccc2Cl)c1C(=O)Nc1ccc(Cl)c(Cl)c1Cl	65	nt	85	74	85	77	104	nt
O=C1OC2CCCC1CC2 (stereo not drawn)	100	120	107	99	105	99	115	116
Cc1c2cccnc2c(C)c2c1c1cc(O)ccc1n2C	92	64	81	39	74	34	77	70
N=C(N)c1ccc(-c2ccc(-c3cncc4ccccc34)s2)cc1F	-91*	-63*	86	nt	89	-69*	89	-85*
CC(Oc1cc(Cl)c(Cl)cc1Cl)C(=O)NC(C(=O)O)C(C)C (stereo not drawn)	95	nt	104	98	94	91	96	99
COc1ccc(-c2nc3ccccn3c2-c2nnc(-c3cc(OC)c(OC)c(OC)c3)o2)cc1	44	48	84	78	82	63	43	47
CC1Cn2c(nnc2-c2ccccc2O)S1 (stereo not drawn)	94	107	107	95	112	99	113	121
O=C(Nc1ccc(-n2cnc3cc(-c4ccc(O)cc4)ccc32)cc1)C1CC1	133	75	99	98	100	85	98	92
CCCC(O)Cn1ncc(C(=O)OCC)c1NC(=O)NCc1ccccc1F (stereo not drawn)	76	87	110	94	102	88	90	91
CC(C)(C)N1COCC(COc2ccc(Cl)cc2)OC1 (stereo not drawn)	100	nt	107	102	92	95	117	nt

Entries listed so far containing an aryl thioether with sulfur outside any ring:
SMILES	MDA-MB-468	T-47D	SK-MEL-28	LOX IMVI	HS 578T	MCF7	BT-549	MDA-MB-231
O=c1c2c3c(sc2nc(SCc2ccccc2)n1-c1ccc([N+](=O)[O-])cc1)CCCCC3	98	85	109	93	103	89	100	91
CSc1nc2c(c(=O)[nH]1)C(c1ccccc1)C1=C(N2)/C(=C/c2ccccc2)CCC1 (stereo not drawn)	99	87	97	nt	113	82	89	99

Ordered by molecular weight (low to high): some entries from above.
SMILES	MDA-MB-468	T-47D	SK-MEL-28	LOX IMVI	HS 578T	MCF7	BT-549	MDA-MB-231
CCOC(=O)C(CCc1ccncc1)c1ccccc1 (stereo not drawn)	110	102	111	97	93	102	107	102
COc1ccc(C2CC(n3nnnc3-c3ccccc3)=NN2)cc1Br (stereo not drawn)	97	89	98	nt	67	88	110	90
COc1ccc(C2C=C(c3ccc(Cl)c(Cl)c3)N=C3SC(C)=CN32)cc1 (stereo not drawn)	89	68	104	83	105	47	90	101
Cc1ccc(NC(=O)Nc2nc3ccccc3s2)cc1NC(=O)Nc1nc2ccccc2s1	96	81	101	92	77	65	104	82
